High-throughput results from PubChem.
HIF-2a inh = inhibitors of HIF-2a | inhibition, % at 18.8 µM | AID 624352 | 786-0 RCC cells HIF-2a reporter, luciferase luminescence, overnight | actives 0.72% (n = 360,000);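 active = inhibition of the luminescence signal of 40% or more relative to plate controls, in a single-dose primary screen at 18.75 µM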
NR2E3 ag-1 = agonists of human NR2E3 nuclear receptor; CHO-S Gal4-NCOR/VP16-NR2E3 two-hybrid, luciferase; AID 602229; actives 0.35% (n = 360,000); inhibition of corepressor binding, % at 3.98 µM;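 active = inhibition above the mean of all tested compounds plus 3 SD, cut at about 70% in these data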;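 also: 0% = DMSO with NR2E3 transfected cells and 100% = cells lacking NR2E3 construct; higher means lower luciferase signal from less NR2E3 corepressor binding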
Target sequence (Q9Y5X4 whole entry, looked up, the tested form may be a part): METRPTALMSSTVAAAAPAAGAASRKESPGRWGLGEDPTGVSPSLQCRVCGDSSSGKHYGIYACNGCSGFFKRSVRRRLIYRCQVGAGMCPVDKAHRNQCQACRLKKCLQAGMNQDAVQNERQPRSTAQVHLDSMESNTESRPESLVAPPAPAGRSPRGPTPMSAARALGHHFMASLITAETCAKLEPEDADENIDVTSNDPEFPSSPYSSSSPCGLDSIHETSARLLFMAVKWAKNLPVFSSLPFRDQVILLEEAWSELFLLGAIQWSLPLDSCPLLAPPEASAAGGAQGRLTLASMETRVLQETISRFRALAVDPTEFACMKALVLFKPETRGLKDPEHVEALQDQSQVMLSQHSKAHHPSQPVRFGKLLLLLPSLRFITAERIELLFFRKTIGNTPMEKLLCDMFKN
MITF TRPM1 inh = reduces MITF-dependent TRPM1 promoter luciferase signal | AID 488899 | SK-MEL-5 TRPM1 promoter luciferase, 24 h | inhibition, % at 12.5 µM | actives 0.83% (n = 330,000);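 active = mean inhibition across replicates of 60% or more, whatever share of single replicates reaches that level; inconclusive = some that reach 60%, reason not given; inactive = mean inhibition across replicates below 60%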; also: values of inactives mirror those of a sister screen read the other way
Exocytosis inh = lytic granule exocytosis inhibition; AID 651702; inhibition, % at 10 µM; TALL-104 LAMP-1 surface exposure, flow cytometry; cells stimulated with thapsigargin and PMA; actives 0.66% (n = 360,000);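 active = inhibition above about 55%, limit read from the data; inconclusive = no clear call, values can overlap the other calls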
aDG glyco act = alpha-DG glycosylation activation | activation, % at 10 µM | AID 624168 | actives 0.22% (n = 360,000) | Pro5-aDG cells, alpha-DG glycosylation AlphaScreen (IIH6); 0% Pro5, 100% B10-LARGE cell signal;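 active = activation of at least 8% versus controls, or a plate z-score of at least 8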;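 also: Pro5 are CHO cells carrying HIG-tagged alpha-DG that lacks glycosylation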
Vif inh = blocks HIV Vif function. HEK293T cells, Vif self-association by quenched fluorescence, imaging, 24 h. inhibition, % at 7.49 µM. actives 0.35% (n = 340,000). AID 602346; in the data active = inhibition above about 50%, passing the limit was not always enough; inconclusive = no clear call, values can overlap the other calls; inactive = below about 31%; also: some results filed as inactive read as strong as hits
NR2E3 ag-2 = agonists of human nuclear receptor NR2E3; AID 2300; Q9Y5X4; actives 0.12% (n = 320,000); GST-NR2E3/biotin-RetCOR TR-FRET, 1536-well; inhibition of corepressor binding, % at 4.78 µM;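 active = percent inhibition above the cutoff of mean plus 3 SD of all tested compounds, set per screening campaign, cut at about 20% in these data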;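 also: 0% = DMSO wells and 100% = biotin wells as full block of FRET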
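Material – GST-tagged NR2E3 plus biotinylated RetCOR corepressor · Quantity – NR2E3 fusion 1.35 nM · Times – 5 h incubation at 4 °C · Medium – pH 7.5 Tris-based buffer · Technique – TR-FRET, Eu(K)-anti-GST donor, streptavidin-D2 acceptor, ex 340, em 617/671 nm · Benchmarks – high control biotin, low control 0.6% DMSO · Format – 1536-well plates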
PDI turbidity = blocks human protein disulfide isomerase activity | P07237 | PDI insulin aggregation turbidity, A650, 90 min | inhibition, % at 10 µM | actives 0.052% (n = 350,000);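 active = mean inhibition across replicates of 30% or more, whatever share of single replicates reach that level; inconclusive = mean inhibition below 30% while every single replicate reaches 30%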;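 also: absorbance from insulin aggregation driven by PDI reduction with DTT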
Target sequence (P07237 whole entry, looked up): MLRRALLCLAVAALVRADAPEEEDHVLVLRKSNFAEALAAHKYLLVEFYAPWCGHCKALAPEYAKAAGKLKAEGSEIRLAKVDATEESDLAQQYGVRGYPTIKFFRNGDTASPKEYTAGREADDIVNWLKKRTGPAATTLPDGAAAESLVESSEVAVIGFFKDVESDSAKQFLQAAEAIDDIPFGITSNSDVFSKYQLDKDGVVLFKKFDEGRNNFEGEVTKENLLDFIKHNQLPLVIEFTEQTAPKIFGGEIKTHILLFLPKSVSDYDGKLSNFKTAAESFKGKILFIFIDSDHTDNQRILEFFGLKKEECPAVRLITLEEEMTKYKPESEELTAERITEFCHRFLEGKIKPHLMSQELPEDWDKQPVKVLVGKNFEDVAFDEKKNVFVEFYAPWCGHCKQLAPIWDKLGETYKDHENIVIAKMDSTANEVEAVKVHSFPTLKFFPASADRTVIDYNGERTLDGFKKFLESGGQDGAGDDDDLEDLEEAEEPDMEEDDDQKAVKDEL
hiPSC survival = hiPSC single-cell survival enhancement | AID 602274 | ATPlite luminescence; 100% = ROCK inhibitor wells, 0% = DMSO | actives 0.044% (n = 360,000) | survival enhancement, % at 20 µM; in the data active = survival enhancement above about 18%;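 also: cells exposed to compounds for 16 hours before the ATP read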
CaV13 ICDI inh = Disruptors of the CACNA1D IQ motif to Ca2+-dependent inactivation inhibitor domain association, primary screening, Förster resonance energy transfer in intact living … | HEK cells, CFP/YFP FRET ICDI-IQ, plate reader, 10 min; percent FRET-ratio fall versus neutral wells | inhibition, % at 12.3 µM | actives 0.098% (n = 340,000) | AID 743397;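 active = mean replicate inhibition of at least 30% and at least 1% of replicates passing that level; inconclusive = only one of the two criteria is met; inactive = neither criterion is met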;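 also: 0% = median of the neutral control wells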
Peg3 prom inh = inhibitors of Peg3 promoter | actives 1.7% (n = 360,000) | inhibition, % at 20 µM | AID 588405 | HeLa PEG-Prom luciferase reporter, luminescence, overnight;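 active = inhibition of at least 50% at 20 µM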
Starred values were filed as active, the others as inactive; ? = inconclusive; nt = no result given.

SMILES	HIF-2a inh	NR2E3 ag-1	MITF TRPM1 inh	Exocytosis inh	aDG glyco act	Vif inh	NR2E3 ag-2	PDI turbidity	hiPSC survival	CaV13 ICDI inh	Peg3 prom inh
COc1ccc(Cc2c(C)nc(N)nc2Cl)cc1	16	20	3	6	0.4	1	2	-4	6.7	2	7
N#Cc1ccc(-c2ccccc2)nc1Sc1ccc(F)cc1	8	-21	7	12	0.2	-17	-3	0	-0.7	-4	6
Cc1ccc(-c2cc(-c3ccco3)c(C#N)c(=O)[nH]2)cc1	4	-13	2	4	0.3	1	0	-2	0.1	-30	20
CC(=O)N=c1scc(-c2ccccc2)n1-c1cccc(O)c1	5	-29	21	1	0.1	-9	4	1	0.5	-6	28
CC(C)(C)N1CC(c2nc3ccccc3n2Cc2ccc(Cl)cc2)CC1=O (stereo unspecified)	10	11	-2	0	1.2	-5	-1	-4	2.4	-4	17
CSc1ncccc1C(=O)OCC(=O)N1CCCC1	-6	3	5	-2	-0.1	-10	nt	6	-1.0	-2	-11
CCC(NS(=O)(=O)c1cnn(CC)c1)c1ccccc1 (stereo unspecified)	8	-7	-1	3	0.0	9	-1	1	-1.1	5	11
CCC(=O)Nc1cccc(NC(=O)COc2ccc(OC)cc2)c1	-51	-12	2	3	-0.1	-13	1	1	0.8	-4	-57
CC(C)c1ccc(NC(=O)CNCC(c2ccccc2)N(C)C)cc1 (stereo unspecified)	1	8	-2	10	0.1	nt	2	13	-0.7	-2	-3
COc1cc(/C=C/c2ccc(/C=C/c3cc(OC)c(OC)c(OC)c3)cc2)cc(OC)c1OC	-3	-7	19	-3	0.0	2	nt	-9	-2.0	-7	62*
Cc1noc(/C=C/c2nn(C)cc2Cl)c1[N+](=O)[O-]	9	23	0	-5	-0.2	-1	4	4	-0.2	1	14
COc1ccccc1CC(=O)Nc1ccc2c(c1)OC1(CCCC1)O2	-215	-36	-48	-4	0.0	7	nt	-5	-2.3	-6	-189
COc1cc2c(c(O)c1OC)C1Cc3ccc(OC)c(OC)c3CN1CC2 (stereo unspecified)	0	-2	nt	-6	0.7	-3	nt	nt	3.2	nt	-8
O=S1(=O)N=C(Oc2cccc3ccccc23)c2ccccc21	-10	-13	9	-2	0.4	-8	3	26	1.7	-8	12
O=C(O)CCC(=O)N1CCc2cc(S(=O)(=O)NC3CCCC3)ccc21	9	5	-2	-6	-0.3	30	1	-10	-2.6	-6	-7
Cc1nc(N2CCN(C(=O)c3ccco3)CC2)nc2c1C(=O)CCC2	-170	-113	-42	-3	-0.5	-6	3	1	-0.4	-5	-160
C#CCOCCOCCOCCNc1nc(N2CCOCC2)nc(N2CCN(C(=O)[C@H](CCCCN)n3cc(CCC(=O)O)nn3)CC2)n1	6	4	-6	-2	0.0	-1	nt	-2	0.3	-11	-10
CCC(C(=O)N1CCc2ccccc2C1)n1nc(C)n2c(cc3occc32)c1=O (stereo unspecified)	18	-5	-5	-2	0.2	-2	3	1	-0.5	nt	19
CC(NC(=O)COC(=O)CN1C(=O)c2ccccc2C1=O)c1ccccc1 (stereo unspecified)	5	-27	-8	-1	-0.1	9	nt	-3	-1.0	-7	7
O=C1NC(=O)C2C3c4ccccc4C(c4ccccc43)C12 (stereo unspecified)	1	-3	-1	5	-0.1	0	0	-10	0.2	-5	11
Cc1c(Cl)cccc1NC(=O)N1CCCN(c2nc(-c3ccccc3)ns2)CC1	19	22	18	3	0.2	-33	2	14	-0.3	-3	25
FC(F)(F)c1cccc(OCCN2CCN(Cc3ccccc3)CC2)c1	9	-3	4	-6	0.1	-4	-3	1	-1.8	-4	16
COc1ccc(Cc2nc3ccc(C(=O)NCCn4cccn4)cc3o2)cc1	-5	-18	-17	-2	-0.2	-9	1	12	-0.3	nt	-8
O=C(Cn1cnc2c(nnn2-c2ccccc2)c1=O)N1CCC(Cc2ccccc2)CC1	7	-17	1	-3	-0.2	-5	2	nt	-0.6	-6	6
CCCCN(C(=O)c1cccc(N2C(=O)c3ccccc3C2=O)c1)c1c(N)n(CCCC)c(=O)[nH]c1=O	0	13	1	-2	1.2	-3	nt	5	-0.3	-6	-22
CCCCCC(C)NC(=O)c1ccoc1C (stereo unspecified)	-3	11	15	-1	-0.1	-2	4	5	-4.8	-2	-1
CCCN(CCC)C(=O)Cn1c(=O)c2sccc2n2c(=S)sc(-c3ccccc3)c12	11	0	-10	-2	0.3	38	-2	nt	-0.9	-2	5
CC(=O)c1ccc(N2CCN(Cc3nc4ccccc4[nH]3)CC2)cc1	-13	5	5	3	0.0	16	2	2	-0.2	-3	-12
CCNC(=O)O/N=C1\CCCCC1c1ccc([N+](=O)[O-])cc1[N+](=O)[O-] (stereo unspecified)	-9	-8	13	-3	0.1	-11	-6	5	4.8	-18	-18
CCC1=C(c2cc(OC)c(OC)c(OC)c2)C2(CCCC2)C(=O)O1	3	3	3	-3	0.2	-9	-2	-5	1.7	-7	9
COc1ccc(-c2nnc3n2CCCCC3)cc1	8	1	4	-6	0.0	-4	1	3	-0.6	-2	11
CCc1nn(C(C)C(=O)NCCc2ccccc2)c(=O)c2cc3occc3n12 (stereo unspecified)	-3	-31	-2	-4	0.0	-1	0	-1	-0.5	-4	10
CCCN(CC1CC1)S(=O)(=O)c1ccc(S(N)(=O)=O)cc1	11	-8	2	2	-0.1	-1	-2	nt	3.5	-4	18
O=c1c2ccccc2nnn1CSc1ncnc2ccccc12	-3	0	9	-5	0.8	nt	0	2	-1.1	1	16
COc1ccc(Cl)cc1NS(=O)(=O)c1c(C)[nH]c(C)c1C(=O)N1CCCCC1	3	2	0	1	0.2	2	0	2	-0.1	-6	2
CCc1ccc(N2CC(C(=O)OCC(=O)Nc3cc(C)on3)CC2=O)cc1 (stereo unspecified)	14	-2	4	-2	-0.1	4	-1	-3	3.2	-5	-2
O=C(COC(=O)CCCSc1nc2ccccc2[nH]1)NC(=O)NC1CCCC1	5	23	-1	-2	-0.1	0	3	1	-3.1	nt	3
COc1ccc(CNC(=O)COC(=O)c2[nH]c(C)c(C(C)=O)c2C)cc1OC	14	-11	8	-2	0.1	17	3	6	-0.4	-7	-9
Nc1nc(CSc2nnnn2-c2ccccc2)nc(Nc2ccccc2)n1	-11	5	nt	9	-0.4	-13	nt	-5	0.3	-5	6
CCCCCCn1c(=O)n2n(c1=O)C[C@]1(OC(=O)Nc3cccs3)CN(S(=O)(=O)c3ccc(C)cc3)C[C@]1(O)C2	-27	23	nt	11	0.2	-25	nt	1	-1.5	-2	14

A second format for some results above.
| canonical_smiles | HIF-2a inh | NR2E3 ag-1 | MITF TRPM1 inh | Exocytosis inh | aDG glyco act | Vif inh | NR2E3 ag-2 | PDI turbidity | hiPSC survival | CaV13 ICDI inh | Peg3 prom inh |
| --- | --- | --- | --- | --- | --- | --- | --- | --- | --- | --- | --- |
| CCC1=C(c2cc(OC)c(OC)c(OC)c2)C2(CCCC2)C(=O)O1 | 3 | 3 | 3 | -3 | 0.2 | -9 | -2 | -5 | 1.7 | -7 | 9 |
| COc1ccc(-c2nnc3n2CCCCC3)cc1 | 8 | 1 | 4 | -6 | 0.0 | -4 | 1 | 3 | -0.6 | -2 | 11 |
| CCc1nn(C(C)C(=O)NCCc2ccccc2)c(=O)c2cc3occc3n12 (stereo unspecified) | -3 | -31 | -2 | -4 | 0.0 | -1 | 0 | -1 | -0.5 | -4 | 10 |

Record cards (already shown). Order of screens: HIF-2a inh	NR2E3 ag-1	MITF TRPM1 inh	Exocytosis inh	aDG glyco act	Vif inh	NR2E3 ag-2	PDI turbidity	hiPSC survival	CaV13 ICDI inh	Peg3 prom inh
Shown for CCCN(CC1CC1)S(=O)(=O)c1ccc(S(N)(=O)=O)cc1 = 11	-8	2	2	-0.1	-1	-2	nt	3.5	-4	18
Shown for Nc1nc(CSc2nnnn2-c2ccccc2)nc(Nc2ccccc2)n1 = -11	5	nt	9	-0.4	-13	nt	-5	0.3	-5	6
Shown for O=C(COC(=O)CCCSc1nc2ccccc2[nH]1)NC(=O)NC1CCCC1 = 5	23	-1	-2	-0.1	0	3	1	-3.1	nt	3
Shown for O=c1c2ccccc2nnn1CSc1ncnc2ccccc12 = -3	0	9	-5	0.8	nt	0	2	-1.1	1	16
Shown for COc1ccc(-c2nnc3n2CCCCC3)cc1 = 8	1	4	-6	0.0	-4	1	3	-0.6	-2	11

(continued)
SMILES	HIF-2a inh	NR2E3 ag-1	MITF TRPM1 inh	Exocytosis inh	aDG glyco act	Vif inh	NR2E3 ag-2	PDI turbidity	hiPSC survival	CaV13 ICDI inh	Peg3 prom inh
NC(=O)[C@@H]1CCCNc2c(I)cc([N+](=O)[O-])cc2C(=O)N[C@@H](CO)C(=O)N[C@@H](Cc2ccc(O)cc2)C(=O)N1	7	-5	-10	-5	-0.1	3	5	-4	-3.1	-11	-8
Cc1cc(C(c2cc(C)c(N)c(C)c2)c2ccco2)cc(C)c1N	27	-4	0	-2	-0.2	3	4	13	0.9	-20	33
CCOC(=O)c1c(NC(=O)CSc2ccccc2C(=O)O)sc(C)c1C	25	-20	-7	-1	-0.1	1	3	6	-0.3	1	20
O=C1CC(C(=O)N(c2ccc(F)cc2)C(C(=O)NC2CCCC2)c2ccccn2)CS1 (stereo unspecified)	13	13	7	0	0.0	nt	1	-3	2.4	-7	18
O=C(C=CC(=O)Nc1ccc(F)cc1F)Nc1ccc(F)cc1F	5	-18	nt	-2	-0.3	4	nt	nt	0.0	-13	15
Cc1cc(C)c2c(CC(=O)NN(C)C)coc2c1	4	-28	12	?	-0.1	-5	0	6	-0.6	7	-9
O=C(N/N=C/c1ccc(O)cc1)NC12CC3CC(CC(C3)C1)C2	-38	-37	-4	1	-0.1	-12	-2	?	-0.6	-19	-29
CC(=O)n1nc(-c2ccc(Cl)cc2)nc1NCc1ccco1	-214	-15	-36	-4	0.0	-1	1	1	0.9	-6	-180
O=C(CN1C(=O)c2ccccc2S1(=O)=O)N1CCOCC1	-93	-5	-6	1	-0.3	1	1	6	1.6	-4	-46
Cc1ccc(/C=C/c2nc3ccccc3s2)s1	22	-18	40	-2	0.0	nt	1	-4	-4.9	-6	-26
CC(C)C[C@@H](CO)N1CCN(CCCc2ccccc2)CCC1=O	10	-1	3	-2	-0.2	0	0	-1	0.3	-6	-5
COC(=O)c1cccc(-c2ccc(C(c3c(C)[nH][nH]c3=O)c3c(C)[nH][nH]c3=O)o2)c1	-26	-27	5	-1	-0.3	5	4	-4	-1.1	-13	22
CCc1nnc(NS(=O)(=O)c2ccc(NC(=S)NC(=O)/C=C/c3ccccc3)cc2)s1	7	-21	-2	-11	-0.4	3	3	1	-1.5	-6	4
